BLM inh = qHTS Assay for Inhibitors of Bloom's syndrome helicase (BLM). AID 2528, 2010. 0.2% of 350,000 active. recombinant BLM DNA unwinding, fluorescence dequenching. Potency, µM (highest dose often 56.1 µM), for the others: top-dose activity change, negative = inhibition, most hits filed as inhibitors. RecQ-like DNA helicase BLM (Homo sapiens), P54132;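 note: plate controls were vehicle for no effect and no enzyme for full effect; nearly all actives have a fitted effect of over 35% in size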
Target sequence (P54132 whole entry, looked up): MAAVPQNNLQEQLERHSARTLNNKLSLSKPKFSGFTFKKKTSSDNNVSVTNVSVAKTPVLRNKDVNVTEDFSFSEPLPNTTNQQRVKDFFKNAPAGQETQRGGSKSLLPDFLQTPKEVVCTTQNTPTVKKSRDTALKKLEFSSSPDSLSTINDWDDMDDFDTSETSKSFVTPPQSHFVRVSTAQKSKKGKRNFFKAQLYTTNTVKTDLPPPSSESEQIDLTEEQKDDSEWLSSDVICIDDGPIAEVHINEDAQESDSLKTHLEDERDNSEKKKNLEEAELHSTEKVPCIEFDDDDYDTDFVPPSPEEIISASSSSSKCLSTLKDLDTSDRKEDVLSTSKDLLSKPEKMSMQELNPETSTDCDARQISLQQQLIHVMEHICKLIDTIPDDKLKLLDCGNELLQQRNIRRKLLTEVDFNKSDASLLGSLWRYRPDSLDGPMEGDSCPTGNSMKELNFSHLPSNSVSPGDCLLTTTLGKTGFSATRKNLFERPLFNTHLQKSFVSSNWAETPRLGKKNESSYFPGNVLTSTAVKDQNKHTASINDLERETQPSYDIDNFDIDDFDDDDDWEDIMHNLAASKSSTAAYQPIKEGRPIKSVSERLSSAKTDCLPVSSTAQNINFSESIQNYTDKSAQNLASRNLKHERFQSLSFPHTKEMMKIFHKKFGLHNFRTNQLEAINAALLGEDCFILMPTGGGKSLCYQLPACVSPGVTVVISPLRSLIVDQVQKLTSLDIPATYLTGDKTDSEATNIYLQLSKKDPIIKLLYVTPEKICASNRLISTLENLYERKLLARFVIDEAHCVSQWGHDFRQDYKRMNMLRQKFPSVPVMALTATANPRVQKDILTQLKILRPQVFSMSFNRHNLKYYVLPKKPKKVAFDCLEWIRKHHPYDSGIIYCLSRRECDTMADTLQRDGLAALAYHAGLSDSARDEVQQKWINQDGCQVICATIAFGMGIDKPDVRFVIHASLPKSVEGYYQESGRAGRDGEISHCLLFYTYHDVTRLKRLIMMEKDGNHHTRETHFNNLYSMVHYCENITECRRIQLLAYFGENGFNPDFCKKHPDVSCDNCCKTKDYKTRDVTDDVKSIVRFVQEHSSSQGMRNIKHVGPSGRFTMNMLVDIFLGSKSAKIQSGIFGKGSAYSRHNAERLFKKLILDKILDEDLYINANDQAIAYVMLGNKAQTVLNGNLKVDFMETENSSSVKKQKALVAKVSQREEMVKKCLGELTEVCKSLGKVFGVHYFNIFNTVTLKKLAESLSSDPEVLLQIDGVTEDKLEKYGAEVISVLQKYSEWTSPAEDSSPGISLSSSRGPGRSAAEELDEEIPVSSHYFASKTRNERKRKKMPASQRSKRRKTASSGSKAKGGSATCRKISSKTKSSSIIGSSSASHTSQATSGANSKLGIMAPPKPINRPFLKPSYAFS
G9a inh = qHTS Assay for Inhibitors of Histone Lysine Methyltransferase G9a; G9a H3K9 monomethylation, AlphaScreen, 2 h; Histone-lysine N-methyltransferase EHMT2 (Homo sapiens), Q96KQ7; AID 504332, 2011; Potency, µM (titrated, usually from 102 µM), without a hit: at the highest dose activity, negative = inhibition, most hits filed as inhibitors; 8.8% of 350,000 active; note: % is set by controls: 0 for no effect and ±100 for the full control effect; nearly all actives have a fitted effect of over 75% in size
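Methyltransferase reactions run at room temperature for 2 h (20 nM enzyme, 500 nM biotin-H3K9 peptide, 20 uM SAM) after a 15 min compound preincubation; product detected by AlphaScreen beads and anti-H3K9me1 antibody.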
Pol iota inh = qHTS for Inhibitors of Polymerase Iota; 1% of 390,000 active; Potency, µM (doses to about 115 µM), for inactives: at the top dose activity, negative = inhibition, most hits filed as inhibitors; DNA polymerase iota (Homo sapiens), Q9UNA4; Pol iota fluorescent replication assay, 10 min
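Fluorescent replication assay read twice, at 0 min and 10 min after adding 50 nM (final) substrate. Enzyme (10 nM) and compounds were first incubated 15 min at room temperature; enzyme-free buffer wells were negative controls.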
HP1b chromo inh = HTS for Inhibitors of HP1-beta Chromodomain Interactions with Methylated Histone Tails. AlphaScreen HP1-beta / biotin-H3K9me3 peptide binding. Chromobox protein homolog 1 (Homo sapiens), P83916. 0.56% of 390,000 active. AID 540317, 2011. Potency, µM (doses to about 114 µM), inactives show top-dose activity change, negative = inhibition, most hits filed as inhibitors; note: nearly all actives have a fitted effect of over 70% in size; inactives centre near 23
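AlphaScreen: HP1-beta (50 nM) preformed 30 min with biotin-H3(1-18)K9me3 peptide (50 nM) in PBS pH 7.4, 0.01% Tween-20. Compound added for 30 min at RT, then streptavidin donor/nickel chelate acceptor beads (10 ug/mL) for 30 min.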
Pin1 inh = qHTS Assay to Find Inhibitors of Pin1 | Peptidyl-prolyl cis-trans isomerase NIMA-interacting 1 (Homo sapiens), Q13526 | Pin1 FP peptide displacement, HiFluor488, 10 min | Potency, µM (top dose mostly 115 µM), without a hit: at the highest dose activity, negative = inhibition, usual class: inhibitors | 0.009% of 390,000 active | AID 504891, 2011; active = well fitted inhibition curve with a large enough effect in the polarisation, with a control signal flat, not every such curve was filed as active; inconclusive = small, poorly fitted or top-dose-only effect, or effect the other way, or a change in a side signal; inactive = no such curve, though single readings can be large or run the other way; the % refers to the polarisation; note: % is set by controls: 0 for no effect and ±100 for the full control effect
JMJD2A Tudor = qHTS Assay for Inhibitors of JMJD2A-Tudor Domain. 4.4% of 390,000 active. Lysine-specific demethylase 4A (Homo sapiens), O75164. AlphaScreen JMJD2A-Tudor / H3K4me3 peptide binding. Potency, µM (top dose mostly 114 µM), inactives show at the top dose activity change, negative = inhibition, actives largely listed as inhibitors; note: % is set by controls: 0 for no effect and ±100 for the full control effect; nearly all actives have a fitted effect of over 50% in size
BAZ2B block = qHTS Assay for Inhibitors of BAZ2B; Potency, µM (top dose mostly 114 µM), for inactives: at the highest dose activity change, negative = inhibition, actives largely listed as inhibitors; 4.4% of 360,000 active; AlphaScreen BAZ2B-H3K14Ac peptide displacement; Bromodomain adjacent to zinc finger domain protein 2B (Homo sapiens), Q9UIF8; AID 504333, 2011; note: % is set by controls: 0 for no effect and ±100 for the full control effect; nearly all actives have a fitted effect of over 60% in size
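BAZ2B 50 nM plus b-H3(5-23)K14Ac 50 nM, PBS pH 7.4/0.01% Tween-20, 30 min RT; compound added (max 110 uM), 30 min RT; streptavidin donor/Ni-chelate acceptor beads 10 ug/mL final, 20 min dark; AlphaScreen read.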
GLS inh = qHTS for Inhibitors of Glutaminase (GLS); Potency, µM (top dose mostly 45.5 µM), inactives show top-dose activity change, negative = inhibition, usual class: inhibitors; GLS enzymatic activity, qHTS titration; Glutaminase kidney isoform, mitochondrial (Homo sapiens), O94925; AID 624170, 2012; 0.21% of 410,000 active; note: % is set by controls: 0 for no effect and ±100 for the full control effect
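hKGA; 45 mM KH2PO4 pH 8.2 + 0.02% Tween-20; cpd via pin tool; 1 mM Gln soln; GluOx/HRP/Amplex Red; RT 30 min; fluor. t0 & final.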
PGK inhibitor = qHTS Assay to Find Inhibitors of Phosphoglycerate Kinase; Phosphoglycerate kinase, glycosomal (Trypanosoma brucei brucei), P07378; PGK/GAPDH coupled, Kinase-Glo luminescence, 60 min; Potency, µM (titrated, usually from 57.5 µM), for the others: at the top dose activity change, negative = inhibition, most hits filed as inhibitors; 0.043% of 380,000 active; AID 602233, 2012; note: % is set by controls: 0 for no effect and ±100 for the full control effect; nearly all actives have a fitted effect of over 60% in size
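Luminescent ATP detection (Kinase-Glo Plus) follows a 60-minute room-temperature incubation, with wells lacking PGK as controls. Buffer: 100 mM TEA (pH 7.6), 5 mM MgCl2, 0.01% Tween-20. Coupling enzyme GAPDH (100 nM final) supplies unstable 1,3-BPG in-well.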
The depositor's hits bear a star; i = inactive; ? = inconclusive; / = no result given; [ ] = dose if it differs, or a comment. Unless noted, calls come from the whole dose curve; as a rule, active = well fitted curve in the direction sought with a large enough effect; inconclusive = small, poorly fitted or top-dose-only effect, or another doubt; inactive = no such curve, though single readings can be large; an effect the other way counts as inactive or inconclusive. Potency is the fitted concentration of half-maximal effect. A portion of the library. The share of hits here may be higher or lower than overall.

SMILES | BLM inh | G9a inh | Pol iota inh | HP1b chromo inh | Pin1 inh | JMJD2A Tudor | BAZ2B block | GLS inh | PGK inhibitor
C[C@@H]1COC(=O)[C@H](Cc2ccc(F)cc2)C/C=C\C[C@@H](CC(=O)NCCO)C(=O)N1 | / | / | 20% | 40%[activator] | -4% | -4% | / | -7% | -6%
N#C/C(=N\Nc1c(Cl)cccc1Cl)C(=O)NN | -2% | 39%[12.7 µM] | ? | -9% | -1% | -26%[57.1 µM] | -32% | 60%[activator] | -3%
Brc1ccccc1/C=N/Nc1ccccn1 | -2% | -4% | 115%[activator] | 22% | 1% | -18% | -12% | -24% | -5%
CC(C)OCCCNC(=O)CN1C(=O)c2ccccc2Sc2ncccc21 | -2% | -5%[59 µM] | 5% | 35% | -6% | -4% | -1% | -6% | -1%
O=C(Nn1cnnc1)c1ccc(OC(F)(F)C(F)C(F)(F)F)cc1 (centres undefined) | -2% | ? | -3% | 51%[activator] | 3% | -8% | 3% | 7% | 4%
O=C(CSc1nnc(-c2ccco2)o1)c1ccc(F)c(F)c1 | -1% | 2% | 18% | 36% | 38%[activator] | -14% | 7% | 2% | 0%
COc1ccc(C(=O)CSc2nnc(NC(=O)C3CC(=O)N(c4ccccc4)C3)s2)cc1 (centres undefined) | -2% | 45µM* | -17% | 36% | 37%[activator] | 2% | 8% | 0% | -9%
Cc1nc(-c2cccc(F)c2)sc1CCNC(=O)C(=O)Nc1ccc2c(c1)OCO2 | -1% | 13%[59 µM] | 0% | 20%[57 µM] | 4% | -12% | -5% | 5% | 4%
COc1ccc(CCNC(=O)c2cc(-c3ccc4c(c3)OCO4)on2)cc1OC | -2% | 0% | -4%[58.9 µM] | 30% | 5% | -16% | 10% | 0% | -3%
COc1ccc(CCNCc2ccc(OCc3ccc(Cl)nc3)c(OC)c2)cc1OC | 6% | 3%[59 µM] | 12% | -1% | 0% | -24% | -6% | 4% | -2%
Cc1nc2cc(NC(=O)N3CCCCC3)ccc2n1C | -12% | ? | 13% | 40%[activator] | 6% | -5% | 2% | 0% | -9%
COc1ccc(NC(=O)N2CCN(C(=O)c3ccco3)CC2)c(OC)c1 | -2% | 15% | 21% | 13% | -3% | -12% | -18% | 21% | i
CC(C)(C)NC(=O)COC(=O)c1snc(C(=O)NC2CCCCC2)c1N | -1% | 1%[12.7 µM] | -10% | 14% | -2% | -10% | 1% | 6% | -9%
O=C1c2cccc3cccc(c23)C(=O)N1c1ccncc1 | -5% | -14%[59 µM] | 6% | 33%[activator] | -1% | -4% | -1% | 9% | -8%
COc1ccc(NC(=O)CSc2nnnn2C)c([N+](=O)[O-])c1 | -14% | -37% | 42%[activator] | 37% | 2% | -5%[11.4 µM] | -2% | 3% | -7%

Overlap with the part before: 5 entries, followed by the next part.
SMILES | BLM inh | G9a inh | Pol iota inh | HP1b chromo inh | Pin1 inh | JMJD2A Tudor | BAZ2B block | GLS inh | PGK inhibitor
Cc1nc2cc(NC(=O)N3CCCCC3)ccc2n1C | -12% | ? | 13% | 40%[activator] | 6% | -5% | 2% | 0% | -9%
COc1ccc(NC(=O)N2CCN(C(=O)c3ccco3)CC2)c(OC)c1 | -2% | 15% | 21% | 13% | -3% | -12% | -18% | 21% | i
CC(C)(C)NC(=O)COC(=O)c1snc(C(=O)NC2CCCCC2)c1N | -1% | 1%[12.7 µM] | -10% | 14% | -2% | -10% | 1% | 6% | -9%
O=C1c2cccc3cccc(c23)C(=O)N1c1ccncc1 | -5% | -14%[59 µM] | 6% | 33%[activator] | -1% | -4% | -1% | 9% | -8%
COc1ccc(NC(=O)CSc2nnnn2C)c([N+](=O)[O-])c1 | -14% | -37% | 42%[activator] | 37% | 2% | -5%[11.4 µM] | -2% | 3% | -7%
O=c1c2cccc3c2c(nn1CN1CCOCC1)-c1ccccc1-3 | -7% | 9%[59 µM] | -2% | 18% | 20% | -8% | 29% | -1% | 4%
O=C(O)CC(NS(=O)(=O)Cc1ccccc1)c1cccc([N+](=O)[O-])c1 (centres undefined) | -1% | 12% | -12% | 27% | -4% | -5% | 1% | -7% | i
CCOc1ccc(C(=O)c2cn(CC(=O)Nc3ccc(Cl)cc3)c3cc4c(cc3c2=O)OCO4)cc1 | -9% | 9%[59 µM] | 11% | 32% | 19% | -1% | -12% | -4% | i
Cc1ccc(NC(=S)N2CCN(Cc3ccccc3)CC2)c(C)c1 | 0% | 16% | 0% | 3% | 2% | -26% | -6% | 4% | -2%
CC1(C)CC(NS(=O)(=O)c2ccccc2)CC(C)(C)N1 | -2% | 3%[59 µM] | 2% | 20% | 2% | -5% | 2% | -8% | 3%
NC(=O)c1nn(-c2ccccc2)nc1NC(=O)CN1CCOCC1 | -1% | ? | 19% | 48%[activator] | 6% | -12%[11.4 µM] | 2% | -2% | -5%
O=C(Cc1ccc(-c2ccccc2)cc1)NCc1cccnc1 | -1% | -9%[12.7 µM] | 84%[activator] | 29% | -6% | -1% | -12% | -11% | i
OCCC1CN(Cc2nc3ccccc3[nH]2)CCN1C1CCCC1 (centres undefined) | -2% | / | -4% | 53%[activator] | -12% | -3% | -13% | -1% | -6%
CCCn1c(N)c(C(=O)CSc2nnc3n2CCCCC3)c(=O)n(C)c1=O | / | 1%[12.7 µM] | 23% | 24% | -4% | -21% | 1% | 5% | i
Cc1nnc(SCc2c(Cl)cccc2Cl)n(N)c1=O | 0% | 10% | -5% | 31% | -6% | -9% | -20% | 5% | 2%
Brc1ccc(-c2cn3ccccc3n2)cc1 | -4% | / | -23% | 11% | -20% | -16% | -2% | 0% | -10%
Cc1ccc(CNC(=O)C(OC(=O)c2cccs2)C(C)C)cc1 (centres undefined) | -3% | 1% | 30%[activator] | 37%[activator] | ? | 9% | -6% | 5% | -5%
O=C1CCCC(=O)C1=C1SCCS1 | -3% | 6%[59 µM] | 11% | 35% | 3% | -7% | 7% | 6% | 2%
Cc1ccc(N/C=C/C(=O)c2sc(-c3ccccc3)nc2C)cc1 | -4% | ? | 7% | 24% | ? | -2%[57.1 µM] | 2% | 9% | -4%
CN(C)c1ccc(C(=O)NCCCSc2ccccc2)cc1 | -1% | ? | 22% | -4% | -3% | ? | ? | 25% | -7%

Compound profiles, from the list above.
O=c1c2cccc3c2c(nn1CN1CCOCC1)-c1ccccc1-3 in the list: BLM inh = -7%; G9a inh = 9%[59 µM]; Pol iota inh = -2%; HP1b chromo inh = 18%; Pin1 inh = 20%; JMJD2A Tudor = -8%; BAZ2B block = 29%; GLS inh = -1%; PGK inhibitor = 4%
Cc1ccc(CNC(=O)C(OC(=O)c2cccs2)C(C)C)cc1 (centres undefined) in the list: BLM inh = -3%; G9a inh = 1%; Pol iota inh = 30%[activator]; HP1b chromo inh = 37%[activator]; Pin1 inh = ?; JMJD2A Tudor = 9%; BAZ2B block = -6%; GLS inh = 5%; PGK inhibitor = -5%

(list continues)
SMILES | BLM inh | G9a inh | Pol iota inh | HP1b chromo inh | Pin1 inh | JMJD2A Tudor | BAZ2B block | GLS inh | PGK inhibitor
COc1cccc(-c2noc(-c3cccs3)n2)c1 | -3% | 0%[12.7 µM] | 8% | 233%[activator] | ? | 81%[activator] | 165%[activator] | 2% | -4%
COc1cccc2cc(C(=O)Nc3ccc(F)cc3)c(=Nc3ccc(C(=O)O)cc3)oc12 | -2% | 35µM* | -19% | 18% | -2% | -31% | -2% | ? | -12%
Cc1cccc(-c2nc(Cn3c(SCc4cccc(C(F)(F)F)c4)nc4ccncc43)c(C)o2)c1 | -7% | -19%[59 µM] | -12% | 10% | 0% | -19% | 3% | -7% | -2%
CCc1ccc(Nc2nc(C)cc(C)c2C(N)=O)cc1 | -9% | -7% | 67%[activator] | 17% | -7% | -15% | -29% | -9% | -1%
CCc1cccc(NC(=O)C2CCCN2C(=O)Nc2ccc(C)cc2)c1 (centres undefined) | -3% | 1% | 1% | 7% | 3% | 4% | 3% | -9% | -1%
COc1cccc(/C=C(/CC(=O)Nc2ccc(N3CCOCC3)cc2)c2nc3ccccc3s2)c1 | 1% | -2%[59 µM] | 14% | -3% | 16% | -16% | -24% | 4% | 0%
O=C(CCC1CCCCC1)Nc1nccs1 | 3% | 10% | -27% | 46%[activator] | 7% | -10% | -16% | -5% | /
CCc1ccc2nc(Nc3ncc(C(C)=O)c(C)n3)nc(C)c2c1 | 0% | -4%[59 µM] | ? | 28% | 3% | 0% | ? | 2% | -4%
O=C1c2cccnc2C(=O)N1Cc1ccc(S(=O)(=O)N2CCN(c3ccccc3)CC2)cc1 | -4% | 2%[59 µM] | 43%[activator] | 27% | 1% | -20% | -8% | -1% | -4%
COc1ccc(NC(=O)N(C)C[C@H]2Oc3ccc(NC(=O)CCN4CCOCC4)cc3C(=O)N([C@H](C)CO)C[C@@H]2C)cc1 | / | / | -3% | 24% | 0% | -11% | / | 6% | -8%
CCN1CCN(CCCN(Cc2ccco2)C(=S)Nc2ccc(Cl)c(C)c2)CC1 | -5% | ? | 45%[activator] | 10% | -3% | -18% | -20% | -17% | -18%
O=C(O)CCN=C1CCCc2ccccc2N1 | 0% | / | 3% | 12% | 3% | -7% | -2% | 9% | 3%
CCCC(=O)Nc1cccc2c1CCCC2 | 2% | -10% | ? | 8% | ? | -2% | -24% | 15% | 10%
